# Assay outcomes: PubChem BioAssay, several laboratories
# MLLE-PAM2 inh: blocks PAM2 peptide binding to the PABP1 MLLE domain; P11940; GST-MLLE / FITC-PAM2 fluorescence polarization; actives 0.36% (n = 360,000); inhibition, % at 20 µM; in the data active = inhibition above about 35%, passing the limit was not always enough;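 note: plate controls were DMSO wells with GST-MLLE for no effect and wells lacking GST-MLLE protein for full effect; some results filed as inactive read as strong as hits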
# SKN-1 inh: blocks SKN-1 activity in C. elegans; C. elegans VP596 Pgst-4::GFP/RFP ratio, acrylamide-induced, 24 h; inhibition, % at 21.8 µM; actives 0.49% (n = 360,000); AID 624304;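 active = interference check ratio from 0.5 to 1.5 plus GFP to RFP signal ratio inhibition reaching or exceeding a fixed threshold, cut at about 30% in these data, passing the limit was not always enough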; note: some compounds called inactive have numbers as strong as hits
# FAS TE block: blocks the thioesterase domain of human fatty acid synthase; P49327; inhibition, % at 15 µM; recombinant FAS-TE, OMFH fluorogenic substrate, fluorescence endpoint; actives 0.67% (n = 360,000);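 active = compounds whose normalised, plate-corrected inhibition of enzyme fluorescence in the single-dose primary screen is 50% or more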;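 note: 0% = DMSO with enzyme and 100% = substrate without enzyme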
# Rin1 Abl inh: blocks binding of human Rin1 to Abl; P00519+Q13671; TR-FRET Rin1/Abl binding, biochemical; inhibition, % at 7.35 µM; actives 0.4% (n = 360,000); AID 588664; in the data active = inhibition above about 5%, passing the limit was not always enough
# Target sequence (P00519 whole entry, looked up): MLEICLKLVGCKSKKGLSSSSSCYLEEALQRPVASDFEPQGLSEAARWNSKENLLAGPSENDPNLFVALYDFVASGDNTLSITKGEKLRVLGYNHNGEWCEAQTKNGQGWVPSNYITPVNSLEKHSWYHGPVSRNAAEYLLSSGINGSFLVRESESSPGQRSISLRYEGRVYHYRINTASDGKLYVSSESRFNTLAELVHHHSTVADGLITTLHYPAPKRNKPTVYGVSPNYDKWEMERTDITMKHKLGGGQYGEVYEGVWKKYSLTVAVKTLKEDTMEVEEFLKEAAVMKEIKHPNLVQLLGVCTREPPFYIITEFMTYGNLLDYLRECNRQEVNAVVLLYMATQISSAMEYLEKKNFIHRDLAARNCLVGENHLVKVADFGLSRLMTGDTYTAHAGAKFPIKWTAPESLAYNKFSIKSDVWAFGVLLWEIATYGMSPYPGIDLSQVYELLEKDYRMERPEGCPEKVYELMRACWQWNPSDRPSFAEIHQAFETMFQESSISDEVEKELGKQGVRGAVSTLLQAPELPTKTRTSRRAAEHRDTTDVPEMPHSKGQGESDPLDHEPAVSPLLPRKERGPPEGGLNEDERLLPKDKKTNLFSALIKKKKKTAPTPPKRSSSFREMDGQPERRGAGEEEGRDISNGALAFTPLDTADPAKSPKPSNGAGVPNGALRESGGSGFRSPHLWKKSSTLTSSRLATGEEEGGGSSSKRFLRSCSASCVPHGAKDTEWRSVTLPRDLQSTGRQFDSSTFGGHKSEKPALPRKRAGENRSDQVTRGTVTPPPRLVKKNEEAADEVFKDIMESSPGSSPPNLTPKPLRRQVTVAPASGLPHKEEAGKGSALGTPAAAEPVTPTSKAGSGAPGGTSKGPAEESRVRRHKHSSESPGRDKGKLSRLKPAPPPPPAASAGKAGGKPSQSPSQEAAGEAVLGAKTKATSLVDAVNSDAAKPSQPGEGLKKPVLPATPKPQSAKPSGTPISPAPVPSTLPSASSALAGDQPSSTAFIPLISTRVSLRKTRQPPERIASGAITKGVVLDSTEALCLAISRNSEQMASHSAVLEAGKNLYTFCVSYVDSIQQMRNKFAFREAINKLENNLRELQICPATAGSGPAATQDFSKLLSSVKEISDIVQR
# Target sequence (Q13671 whole entry, looked up): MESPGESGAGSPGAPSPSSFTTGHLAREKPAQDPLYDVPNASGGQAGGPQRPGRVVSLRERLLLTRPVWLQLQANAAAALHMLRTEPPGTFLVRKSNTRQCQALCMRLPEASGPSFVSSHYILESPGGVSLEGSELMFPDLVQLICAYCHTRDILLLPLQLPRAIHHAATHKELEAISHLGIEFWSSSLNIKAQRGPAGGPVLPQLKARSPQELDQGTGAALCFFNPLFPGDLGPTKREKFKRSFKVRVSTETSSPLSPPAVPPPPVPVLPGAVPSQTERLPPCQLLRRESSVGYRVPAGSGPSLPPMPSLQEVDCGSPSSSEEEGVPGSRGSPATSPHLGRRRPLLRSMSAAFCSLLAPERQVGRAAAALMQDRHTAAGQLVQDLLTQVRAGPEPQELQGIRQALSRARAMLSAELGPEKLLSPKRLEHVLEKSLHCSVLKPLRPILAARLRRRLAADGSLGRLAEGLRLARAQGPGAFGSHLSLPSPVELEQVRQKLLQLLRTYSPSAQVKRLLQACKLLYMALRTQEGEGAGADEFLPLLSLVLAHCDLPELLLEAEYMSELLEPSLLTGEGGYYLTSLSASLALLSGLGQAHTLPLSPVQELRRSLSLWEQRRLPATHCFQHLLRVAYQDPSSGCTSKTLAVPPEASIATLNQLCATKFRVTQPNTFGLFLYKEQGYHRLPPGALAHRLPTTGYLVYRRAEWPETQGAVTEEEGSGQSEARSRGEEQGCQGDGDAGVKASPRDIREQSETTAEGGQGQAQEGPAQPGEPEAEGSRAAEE
# CendR NRP1 mod: alters CendR peptide binding to human NRP-1 | actives 0.85% (n = 360,000) | inhibition, % at 25 µM | FAM-RPARPAR peptide binding to NRP-1, fluorescence polarization | O14786 | AID 602438;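 active = inhibition or corrected inhibition above about 18%, plus a signal ratio from 0.5 to 1.5, limit read from the data, passing the limit was not always enough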; note: strong numbers were not always called active
# MT1-MMP act inh: MT1-MMP (human) activation inhibition. P50281. GFP/RFP ratio change, % at 20 µM. AID 651647. HT1080 RFP-PRO-GFP cells, GFP/RFP ratio fluorescence, overnight; percent of plate control window, DMSO zero. actives 0.061% (n = 360,000);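 active = GFP/RFP ratio change of at least 30% with cell ATP level not reduced by more than half and red fluorescence within 50% of control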; note: strong numbers were not always called active
#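 Assay system: HT1080 cells carrying an RFP-PRO-GFP reporter | Dosing: Single dose of 20 µM compound, 1% DMSO final | Incubation: Cells overnight before dosing, compound overnight, 37 °C, 5% CO2 | Evaluation: GFP/RFP fluorescence ratio | Control set: DMSO and RFP-L50D-GFP cell wells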
# eLon inh: inhibitors of E. coli Lon protease; purified E. coli Lon protease, fluorescence polarization; inhibition, % at 7.94 µM; actives 0.42% (n = 360,000); in the data active = inhibition above about 13%, passing the limit was not always enough;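 note: 0% = enzyme with probe and DMSO and 100% = no enzyme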
# Neddylation inh: inhibitors of human cullin neddylation; TR-FRET cullin neddylation, biochemical; calls only at 25 µM; actives 0.58% (n = 360,000); in the data active = inhibition above about 36%
# bovine MsrA act: activates bovine MsrA enzyme. purified bovine MsrA, absorbance read-out. activation, % at 10.6 µM. actives 0.3% (n = 360,000). AID 602163; in the data active = activation above about 7.5%;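 note: 0% = vehicle and 100% = reference activator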
# * = called active by the depositor; i = inactive; · = not tested or not shown.
SMILES,MLLE-PAM2 inh,SKN-1 inh,FAS TE block,Rin1 Abl inh,CendR NRP1 mod,MT1-MMP act inh,eLon inh,Neddylation inh,bovine MsrA act
S=C(Nc1ccccn1)Nc1ccccc1Cl,30,4,4,2,5,-3,-1,i,-4
O=C(N/N=C/c1ccccn1)c1cc(Br)ccc1O,6,3,3,1,-2,5,-5,i,-3
CC1CCN(CCc2nc3cc(NC(=O)COc4ccc([N+](=O)[O-])cc4)ccc3n2C)CC1,-1,-4,8,-3,20,2,1,i,-4
CN(C)c1ccc(/C=N/NC(=O)c2ccc3c(c2)OCO3)cc1,-11,-10,-1,-2,-6,2,-7,·,-5
O=C(CN1C(=O)S/C(=C\c2ccc(Cl)cc2)C1=O)NCCCn1ccnc1,12,5,-1,-4,-3,3,-12,i,-10
COc1ccc(CCNC(=O)CCC(=O)NC2CCCCC2)cc1OC,3,10,-6,-2,-8,0,-2,i,-2
Cc1ccc(CN2CC(C(=O)N3CCN(c4ccccc4Cl)CC3)CC2=O)cc1 (centres undefined),4,0,7,3,15,4,-1,i,-1
CC1CCCC(C)N1C(=O)COC(=O)c1cccnc1Cl (centres undefined),3,-17,-1,5,1,0,-7,i,0
COC(=O)C1CN(C(=O)C(C)Oc2cc(C)ccc2C(C)C)c2ccccc2O1 (centres undefined),4,-11,16,1,6,-5,3,i,1
COc1ccccc1N1CCN(C(=O)CCCn2nc(C)c([N+](=O)[O-])c2C)CC1,0,10,4,0,0,0,-2,i,-1
CCN(C(=O)CCNC(=O)Cn1cnc2ccccc2c1=O)c1ccccc1F,7,-8,-4,-2,1,0,5,i,-3
CC(C(=O)OCC(=O)N(C)C1(C#N)CCCCC1)N1C(=O)c2ccccc2C1=O (centres undefined),-5,-5,-6,3,7,0,-2,i,-1

# Reprinted from the part before: 3 entries, followed by the next part.
SMILES,MLLE-PAM2 inh,SKN-1 inh,FAS TE block,Rin1 Abl inh,CendR NRP1 mod,MT1-MMP act inh,eLon inh,Neddylation inh,bovine MsrA act
COc1ccccc1N1CCN(C(=O)CCCn2nc(C)c([N+](=O)[O-])c2C)CC1,0,10,4,0,0,0,-2,i,-1
CCN(C(=O)CCNC(=O)Cn1cnc2ccccc2c1=O)c1ccccc1F,7,-8,-4,-2,1,0,5,i,-3
CC(C(=O)OCC(=O)N(C)C1(C#N)CCCCC1)N1C(=O)c2ccccc2C1=O (centres undefined),-5,-5,-6,3,7,0,-2,i,-1
CC1=C(C(=O)Nc2ccccc2C(F)(F)F)C(c2sccc2C)NC(=S)N1 (centres undefined),-132,3,-1,3,-1,-6,-7,i,-3
Cc1cccc(NC(=O)CN2C(=S)NC(C)(C)CC2C)c1C (centres undefined),13,12,-13,-4,6,1,6,i,-7
CCOC(=O)c1ccc(N2Cc3ccccc3C2=NC(=O)c2cccc([N+](=O)[O-])c2)cc1,3,12,17,0,-2,-2,4,i,-4
CCC(C)NC(=O)c1cc(-c2ccc3c(c2)OCO3)on1 (centres undefined),2,8,0,5,-4,-1,8,i,1
CC(C)=NNc1nc2c(c(=O)n(C)c(=O)n2C)n1C,11,-3,-1,1,-8,0,3,i,-4
O=C1CN(C(=O)COC(=O)Cc2ccsc2)c2ccccc2N1,4,-10,-9,-2,-2,4,-1,i,-1
Nc1ccn(CCCN2CCN(Cc3cccc4ccccc34)CC2)c(=O)n1,12,7,-4,-6,-2,8,-3,i,-2
Cc1ccc(OCC(=O)OCC(=O)N2c3ccccc3CC2C)cc1C (centres undefined),-9,-6,28,2,2,1,-3,i,-6
Cc1c(Cl)ccc2c1NC(=O)[C@]21[C@@H]2C(=O)N(Cc3ccccc3)C(=O)[C@@H]2[C@@H]2CCCN21,-28,15,3,3,-25,-6,-9,i,-7
CC(c1ccccc1)n1c(Cn2ncc3ccccc3c2=O)n[nH]c1=S (centres undefined),10,0,-5,-1,-3,1,-11,i,-1
CCCCCCN=C1CC(C)(C)CC(=O)/C1=C(/O)CCC,-10,-2,13,2,6,-4,4,i,-1
CN1CCc2nc(NC(=O)COc3ccc4ccccc4c3)sc2C1,-55,-2,-3,-1,-25,-8,-3,i,-3
NS(=O)(=O)c1cccc(NC(=O)COc2ncnc3c2cnn3-c2ccccc2)c1,-19,-9,-2,-3,-8,-3,-2,i,-2
O=C(NCCOc1ccc(Cl)cc1)C(=O)NCC1CCCO1 (centres undefined),-14,-4,-5,3,4,1,1,i,-4
COC(=O)C1=C(N)Oc2cc(C)n(CCCn3ccnc3)c(=O)c2C1c1cccc(Cl)c1 (centres undefined),-2,-8,-18,7,-8,0,0,i,-4
Cc1c(-n2cc(C(=O)c3cc(F)ccc3O)cc(C#N)c2=O)c(=O)n(-c2ccccc2)n1C,-19,-4,-10,2,-54,-21,-27,i,-7
Cc1cccc(C2c3[nH]c4ccccc4c3CCN2C(=O)c2noc3c2CCCC3)n1 (centres undefined),0,9,21,1,13,0,10,i,-1
O=C(O)C1CCCCC1C(=O)NCCCn1ccnc1 (centres undefined),-7,1,-7,-3,10,-2,-4,i,-4
CCC(Sc1nc(-c2ccccc2)c(C#N)c(=O)[nH]1)C(=O)Nc1nnc(C)s1 (centres undefined),27,-15,-10,-4,-9,7,3,i,-10
Cc1c(NC(=O)CSc2n[nH]c(-c3ccccc3)n2)c(=O)n(-c2ccccc2)n1C,0,14,-5,4,7,0,-2,i,-6
O=C(c1ccco1)N(Cc1ccccc1)c1cccc([N+](=O)[O-])c1,0,6,2,-1,0,-2,5,i,-2
COc1ccc(NC(=O)C2CC(c3c(F)cccc3Cl)=NO2)cc1 (centres undefined),0,0,5,1,13,0,-5,i,-2
CCOC(=O)C1=C(C)Nc2ccccc2N/C1=N\S(=O)(=O)c1ccc(Cl)cc1,-1,-9,-6,2,1,-2,7,i,-5
O=C(C[n+]1cc(-c2ccc(Cl)cc2)n2c1CCCCC2)c1ccccc1,-5,-5,-5,0,2,4,3,i,-1
O=C(NCC12CC3CC(CC(C3)C1)C2)c1nn2cccnc2c1Cl,-2,-13,14,0,8,-2,-9,i,-10
O=C(COc1ccccc1)Nc1ccc(N2CCCCC2)cc1,14,4,-3,2,7,4,-10,i,1
CCCCN(C(=O)CSc1nnnn1C)c1c(N)n(Cc2ccccc2)c(=O)[nH]c1=O,-3,2,-5,-1,0,3,3,i,-2
COC(=O)c1cn(NC(=O)/C=C/c2cc(OC)ccc2OC)c(=O)c2ccccc12,-12,-5,8,1,0,2,-5,·,-9
Cc1cccc(OCC(=O)Nc2ccc(N3CCN(S(C)(=O)=O)CC3)cc2)c1,-5,13,-6,2,-3,1,-5,i,-3
CCOC(=O)C1CCN(C(=O)C2(NC(=O)Nc3ccccc3C)CCCCC2)CC1,6,4,-4,2,16,-3,-5,i,-1
COc1ccc(NC(=O)CN(C)C(=O)c2cn(-c3ccccc3)nc2-c2ccc(OC)cc2)cc1,-6,5,8,-2,3,0,11,i,-8
CC(C)(C)NS(=O)(=O)c1ccc(NS(=O)(=O)c2ccc(F)cc2)cc1,-2,-5,-7,-1,-1,-1,-6,i,0
Cc1ccc2c(CN3CCN(Cc4ccccc4)CC3)cc(=O)oc2c1C,-2,-10,10,0,6,-6,0,i,-2
CC(C)C(NC(=O)c1ccccc1)C(=O)NC1=NCCS1 (centres undefined),44*,10,-9,1,10,-1,2,i,-2
CCOc1ccc(C(CC(=O)O)NC(=O)COc2ccc3ccccc3c2)cc1OC (centres undefined),-10,9,-2,5,-3,2,-14,i,0
CCN(CC)S(=O)(=O)c1ccc(Cl)c(NC(=O)COC(=O)c2c(C)noc2C)c1,-13,-6,2,-1,2,2,9,i,-9
COc1ccc2nc(N=NC3=C(O)CC(C)(C)CC3=O)sc2c1,4,19,2,-3,12,13,-8,i,-4
Cc1ccc(N(CC(=O)NCCc2ccccc2)S(=O)(=O)c2c(C)noc2C)cc1,1,5,9,0,-6,-5,-12,i,0
O=C(O)/C=C/c1ccc2ccccc2n1,-3,6,-5,3,12,1,-4,i,2
CCSCCOC(=O)C1=C(C)N(C)C(=O)NC1c1ccc2c(c1)OCO2 (centres undefined),1,3,-1,0,0,1,10,i,-5
O=C(Cc1c(C(=O)O)[nH]c2ccccc12)Nc1ccc2c(c1)OCO2,-9,14,-8,-3,-9,2,-2,i,-8
CN1CCN(S(=O)(=O)c2ccc(NC(=O)c3cccc(S(=O)(=O)N4CCCC4)c3)cc2)CC1,4,14,34,1,12,3,-5,i,-1
CNc1cc(-c2ccc(O)cc2C)ncn1,3,4,-5,0,15,1,-1,i,-3
COCCCN=C1NN=C(c2cc(C)n(-c3ccccc3)c2C)CS1,-54,12,-20,2,-4,-3,2,i,-3
CCC(C)NCCOc1ccc(C)cc1[N+](=O)[O-] (centres undefined),-2,4,-5,-4,5,1,-5,i,-3
CCC(=O)NC(C)C(c1cccs1)N1CCOCC1 (centres undefined),10,15,-10,-2,-5,5,4,i,-2
COc1ccc(N(C)C(=O)CC2(CC(=O)O)CCCCC2)cc1,10,6,-3,-1,6,6,3,i,1
CCn1c(SC2CCOC2=O)nnc1-c1ccc(Cl)cc1 (centres undefined),-74,-9,-3,2,9,0,-5,i,-4
CCOc1ccc(-n2c(SCC(=O)Nc3nccs3)nc3c(c2=O)SCC3)cc1,-16,-8,-9,-1,-2,5,-9,i,1
Cc1csc(N2C(=O)C3C4CCC(O4)C3C2=O)n1 (centres undefined),-4,2,-4,1,6,5,-10,i,-2
Cc1cccc(OCC(=O)OCC(=O)c2c(N)n(C)c(=O)n(C)c2=O)c1C,8,4,-2,-4,-4,-3,1,i,-3
CCOC(=O)CNC(=O)N1CCCC(CNS(=O)(=O)c2cccs2)C1 (centres undefined),-1,2,-5,0,0,-1,3,i,-2
CCOC(=O)N1CCC(N2CCCC(C(=O)c3cc(F)ccc3OC)C2)CC1 (centres undefined),8,2,-10,2,0,4,6,i,-11
O=C(NC1CC1)C1CCN(c2ncnc3c2sc2cccc(F)c23)CC1,13,0,-2,1,10,-3,4,i,-3
O=C1NC[C@H](CCCCN2CCN(Cc3ccccc3)C(=O)C2=O)N(CCc2ccc(O)cc2)C1=O,·,2,-9,·,-5,5,2,i,-2
O=C(CSCc1c(Cl)cccc1Cl)NCc1ccco1,5,0,5,6,19,3,1,i,-2
O=P(COCCOCP(=O)(c1ccccc1)c1ccccc1)(c1ccccc1)c1ccccc1,-10,-9,-5,4,15,2,-3,i,-14
COC(=O)c1c(NC(=O)CN2C(=O)NC3(CCCCC3C)C2=O)sc2c1CCC2 (centres undefined),4,-11,18,3,0,4,-9,i,-2
O=C(CNC(=O)c1ccccc1O)N/N=C/c1ccccn1,4,-2,-2,2,4,0,12,i,-4
CCOC(=O)c1cnc(N)nc1C(F)(F)F,-7,-10,-2,2,-5,3,-5,i,-2

# Random excerpt: 3 compounds from above
SMILES,MLLE-PAM2 inh,SKN-1 inh,FAS TE block,Rin1 Abl inh,CendR NRP1 mod,MT1-MMP act inh,eLon inh,Neddylation inh,bovine MsrA act
S=C(Nc1ccccn1)Nc1ccccc1Cl,30,4,4,2,5,-3,-1,i,-4
Cc1cccc(OCC(=O)OCC(=O)c2c(N)n(C)c(=O)n(C)c2=O)c1C,8,4,-2,-4,-4,-3,1,i,-3
CC(C)=NNc1nc2c(c(=O)n(C)c(=O)n2C)n1C,11,-3,-1,1,-8,0,3,i,-4

# Continuation:
SMILES,MLLE-PAM2 inh,SKN-1 inh,FAS TE block,Rin1 Abl inh,CendR NRP1 mod,MT1-MMP act inh,eLon inh,Neddylation inh,bovine MsrA act
CCOc1cc(N2CCOCC2)c(OCC)cc1NC(=O)c1[nH]c(C)c(C(C)=O)c1C,-5,13,-6,0,-10,25,7,i,-2
CC(C)(C)C(=O)NN=C1CCC(c2ccccc2)CC1 (centres undefined),1,20,-4,-1,0,-1,-16,i,-1
CCOc1ccccc1NC(=O)C(=O)N/N=C/c1cc(Br)ccc1O,0,3,18,4,-14,-52,-15,i,-3
O=C(Cn1nnc(-c2ccc(Cl)cc2)n1)NC1CCN(Cc2ccccc2)CC1,1,-1,-5,-2,9,0,-5,i,-4
